Screening data from PubChem BioAssay.
D1 ag: human D1 receptor agonism; actives 1% (n = 360,000); HEK293 T-REx D1 cells, calcium flux, agonist mode; activation, % at 2 µM; AID 504660; further: 0% is about no effect
Target sequence (P21728 whole entry, looked up): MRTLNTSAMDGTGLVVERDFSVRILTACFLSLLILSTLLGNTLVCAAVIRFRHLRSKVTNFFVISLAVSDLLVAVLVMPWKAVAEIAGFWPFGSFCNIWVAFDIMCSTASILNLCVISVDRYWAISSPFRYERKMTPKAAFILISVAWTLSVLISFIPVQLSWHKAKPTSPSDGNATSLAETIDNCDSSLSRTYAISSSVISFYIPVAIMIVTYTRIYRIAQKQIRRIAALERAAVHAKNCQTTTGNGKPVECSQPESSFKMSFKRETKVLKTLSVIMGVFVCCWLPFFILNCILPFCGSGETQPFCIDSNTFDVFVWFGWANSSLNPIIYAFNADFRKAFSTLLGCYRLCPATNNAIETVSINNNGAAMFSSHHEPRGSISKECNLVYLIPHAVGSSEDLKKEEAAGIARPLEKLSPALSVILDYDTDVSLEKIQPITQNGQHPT
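Tetracycline-induced HEK293 TREx D1 cells, force-coupled to calcium signalling, were dye-loaded with a no-wash calcium kit. Compound was pin-added after a 10 s baseline. Fluorescence was read kinetically at 1 cycle/s for 180 s, with calcium rises flagged as agonism.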
D1 antagonist: blocks dopamine activation of the human D1 receptor | activity change, negative = inhibition, % at 10 µM | HEK293 TREx D1 cells, calcium flux, dopamine EC80; active compounds read low | actives 3.2% (n = 360,000); in the data active means activity change below about -30%; further: on the % scale 0 is the no-effect control and ±100 the full control effect
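Using tetracycline-induced force-coupled D1 Hek293 cells and a calcium dye, signals were followed for 180 s after compound, then for 180 s after EC80 dopamine, to detect inhibitors.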
D2 agonist: D2 dopamine receptor (human) agonism. P14416. HEK293 T-REx D2 cells, calcium flux agonist mode. activation, % at 2 µM. actives 0.53% (n = 340,000);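 active means activation over 3 SD above normal in the single-dose calcium agonist read, cut at about 30% in these data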; further: 0% is about no effect
Target sequence (P14416 whole entry, looked up): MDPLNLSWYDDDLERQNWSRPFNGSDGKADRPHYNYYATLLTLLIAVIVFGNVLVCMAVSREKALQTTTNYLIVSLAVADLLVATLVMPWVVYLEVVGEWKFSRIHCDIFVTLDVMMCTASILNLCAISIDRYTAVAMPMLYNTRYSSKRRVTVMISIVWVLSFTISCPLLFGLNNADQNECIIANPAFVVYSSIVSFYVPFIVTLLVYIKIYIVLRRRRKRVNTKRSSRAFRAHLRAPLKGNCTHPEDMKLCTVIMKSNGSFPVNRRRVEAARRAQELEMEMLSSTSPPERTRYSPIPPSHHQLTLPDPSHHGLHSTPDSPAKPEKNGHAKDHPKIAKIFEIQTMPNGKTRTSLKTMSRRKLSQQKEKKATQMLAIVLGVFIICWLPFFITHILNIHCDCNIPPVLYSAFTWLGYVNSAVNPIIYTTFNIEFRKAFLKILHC
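Agonism scored from kinetic calcium signal (1 read/sec, 180 s) following compound pin transfer, after a 10 s baseline. Cells: HEK293 Trex line expressing inducible D2 receptor coupled to calcium, dye-loaded after overnight culture at 30 C.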
TRHR agonist: agonists of human TRH receptor; TRHR cells, calcium flux fluo-8, FDSS agonist mode; activation, % at 2 µM; actives 0.18% (n = 360,000); AID 493084; further: 0% is about no effect
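TRHR-expressing cells, plated overnight in medium with 10% serum, were loaded with fluo-8 calcium dye at room temperature. After a 10 s baseline, library compound was pin-added and calcium release was recorded kinetically (ex 480/em 530) as agonist response.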
D1 potentiator: enhances dopamine response at the human D1 receptor; P21728; HEK293 TREx D1 cells, calcium flux, dopamine EC20 potentiation; potentiation, % at 10 µM; actives 0.036% (n = 360,000); AID 504651; in the data active means potentiation above about 30%; further: 0% is about no effect
RXFP1 antag: blocks the human relaxin receptor RXFP1. HEK293-RXFP1, relaxin-stimulated cAMP HTRF, 30 min; active compounds read low. activity change, negative = inhibition, % at 57.5 µM. Q9HBX9. AID 1259400. actives 0.59% (n = 350,000);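 active means activity change of -60% or lower, but not beyond a set lower limit; inconclusive means change between -60% and -40%, or beyond the set limit; inactive means change above -40%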; further: on the % scale 0 is the no-effect control and ±100 the full control effect
TRHR enhancer: TRH receptor (human) allosteric enhancement; TRHR cells, fluo-8 calcium fluorescence, EC20 TRH enhancement; enhancement, % at 2 µM; AID 493056; actives 0.66% (n = 360,000); P34981; in the data active means enhancement above about 30%; further: 0% is about no effect
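TRHR-expressing cells loaded with fluo-8 calcium dye were read kinetically (ex 480/em 530) during compound addition, then stimulated with an EC20 of TRH (10 nM final). Enhancement of the Gq-mediated intracellular calcium response was scored.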
D2 antagonist: antagonists of human D2 dopamine receptor; HEK293 TREx D2 cells, calcium flux, dopamine EC80; inhibition, % at 10 µM; actives 2% (n = 340,000); AID 485344; in the data active means inhibition above about 30%; further: 0% is about no effect
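Read-out: kinetic calcium fluorescence (1 cycle/s) in inducible HEK293 T-REx D2 cells after an EC80 dopamine addition that followed 180 s compound preincubation. Loss of the dopamine response indicates antagonism.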
D2 potentiator: D2 dopamine receptor (human) potentiation. potentiation, % at 10 µM. HEK293 T-REx D2, calcium flux, EC20 dopamine potentiation. actives 0.34% (n = 340,000). P14416;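 active means potentiation over 3 SD above the plate norm, cut at about 30% in these data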; further: 0% is about no effect
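Potentiation of an EC20 dopamine calcium response is measured in a force-coupled, tetracycline-inducible Hek293 Trex D2 line. Compound-only kinetic reads over 180 s flag agonists before dopamine addition.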
Active calls of the source: *; ? = inconclusive; nt = not tested or not shown. Unless noted, no stated cut-off is given here; in the data, active means activation above about 30%; inactive means the rest.

(1) Cc1cn(C2CC3OCC3O2)c(=O)[nH]c1=O (stereo not drawn)
(2) Cc1cc(OCCN2CCOCC2)ccc1Cl
(3) CC(C)Cc1nn2c(=O)cc(COC(=O)c3cccc(NC(=O)c4cccs4)c3)nc2s1
(4) CCn1cnc2c(=O)oc3ccc(S(=O)(=O)Nc4ccc(OC)cc4)cc3c21
(5) CCN(CC)C(=O)CSc1nc2ccccc2c(=O)n1CC
(6) CN(C)c1cc[n+](CC(=O)c2ccc(Br)cc2)cc1
(7) Cc1cc(C)cc(N(CCC#N)C(=O)COC(=O)CCc2c[nH]c3ccccc23)c1
(8) CC(c1ccc2c(c1)OCO2)n1c(=S)[nH]c2ccccc2c1=O (stereo not drawn)
(9) COC(=O)C1(Cc2ccccc2)NC(c2ccc(F)cc2)C2C(=O)N(C)C(=O)C21 (stereo not drawn)
(10) O=C(CCCN1C(=O)/C(=C/c2ccccc2Cl)SC1=S)NNC(=O)c1ccccc1Cl
assay / compound	1	2	3	4	5	6	7	8	9	10
D1 antagonist	6	-94*	9	-10	4	-11	1	-26	5	11
D2 antagonist	6	46*	nt	nt	4	27	-2	-10	8	1
RXFP1 antag	1	24	-4	-32	-4	-4	-7	-8	-2	-22
D1 potentiator	-7	-2	1	1	3	-12	-2	1	-1	6
TRHR agonist	0.5	0.1	-0.5	-0.2	-0.3	1.0	-1.0	0.6	1.1	-0.2
D1 ag	4	5	-2	0	1	-1	4	2	-1	2
D2 agonist	0.2	0.4	0.6	-1.4	-1.2	3.3	-0.1	0.4	-0.3	0.8
D2 potentiator	9	-2	7	7	6	-13	-7	2	17	6
TRHR enhancer	-1	-28	-3	9	7	-5	3	3	2	1

(11) O=C1C2C(c3ccccc3)CC=CC2[C@H](c2cccc([N+](=O)[O-])c2)N1Cc1ccccc1 (stereo partly drawn)
(12) CC1Cc2ccccc2N1C(=O)COC(=O)Cc1ccc(F)cc1 (stereo not drawn)
(13) CCOC(=O)CSc1nncc2ccc(OC)c(OC)c12
(14) N#Cc1ccc(C(c2nnnn2C2CCCC2)N2CCC(Cc3ccccc3)CC2)cc1 (stereo not drawn)
(15) Cn1c(Cn2c(=O)sc3ccccc32)nnc1SCC(=O)Nc1ccc(F)cc1
(16) CCN(CC)C(=O)c1sc2c(c1C)c(=O)n(-c1ccc(C)c(C)c1)c(=O)n2Cc1cc(=O)n2c(C)cccc2n1
(17) CCOC(=O)N1CCC(NC(=O)C2CCCCN2S(=O)(=O)c2ccc(F)cc2)CC1 (stereo not drawn)
(18) O=C(C1CCCO1)N1CCN(S(=O)(=O)c2ccc(Cl)cc2)CC1 (stereo not drawn)
(19) Cc1ccccc1CNC(=O)c1ccc2c(c1)c(C)c(C)n2C
(20) c1ccc(-c2c[n+]3c(n2-c2ccccc2)CCC3)cc1
assay / compound	11	12	13	14	15	16	17	18	19	20
D1 antagonist	0	-8	-8	1	11	-18	8	-47*	-7	-20
D2 antagonist	7	3	-2	-23	-12	nt	6	3	nt	-5
RXFP1 antag	nt	-4	6	-6	-14	-2	nt	-2	-18	0
D1 potentiator	-4	1	3	0	1	-4	-5	-9	-1	-5
TRHR agonist	-0.4	-1.4	-0.2	0.5	-1.2	-0.4	0.1	0.1	-0.1	0.6
D1 ag	2	6	2	4	3	0	2	3	3	1
D2 agonist	-0.2	-1.3	-0.5	-0.3	-0.4	0.2	0.0	1.0	-0.7	1.4
D2 potentiator	-6	13	2	3	-4	-2	1	9	1	1
TRHR enhancer	6	-2	-3	5	0	-5	-6	0	-3	-1

(21) CCCCNC(=O)CCCCCNS(=O)(=O)c1ccc(OC)cc1
(22) CN(C)/C=C/C(=O)c1ccc(Oc2ccccc2)cc1
(23) COc1ccccc1OCc1ccc(C(=O)Nc2ccccc2F)cc1
(24) Cc1cc([N+](=O)[O-])nn1CC(=O)Nc1nc2ccccc2s1
(25) CCOC(=O)c1cc2c(=O)n3ccccc3nc2n(CC(C)C)c1=NC(=O)c1ccco1
(26) O=S(=O)(c1ccccc1)N(CC(O)Cn1c2ccccc2c2ccccc21)c1ccccc1 (stereo not drawn)
(27) CCOC(=O)c1sc(NC(=O)C2=COCCO2)c(C#N)c1C
(28) CCOC(=O)C1=C(CC)Nc2ccccc2N/C1=N\S(=O)(=O)c1cc(Br)ccc1Br
(29) COc1ccccc1C(=O)n1nc(-c2ccco2)nc1NCc1ccc(Cl)cc1
(30) CCOc1ccc(CNC(=O)C2CCN(c3nnc(-n4cccc4CNc4ccc(C)cc4)s3)CC2)cc1OC
assay / compound	21	22	23	24	25	26	27	28	29	30
D1 antagonist	6	-10	-6	34	12	15	2	-23	-2	4
D2 antagonist	3	-3	17	-26	8	0	0	4	nt	nt
RXFP1 antag	12	-10	14	13	-12	-7	-13	-9	-16	-6
D1 potentiator	-3	-1	5	-5	0	-1	0	-5	0	-5
TRHR agonist	-0.1	0.1	-0.1	0.9	-0.1	-1.2	0.2	-0.1	1.5	-0.1
D1 ag	2	0	3	4	2	13	3	9	2	-1
D2 agonist	-0.4	0.5	0.0	-2.2	0.0	-2.0	0.9	-1.0	nt	-0.3
D2 potentiator	2	6	-8	-6	3	2	-3	nt	-16	nt
TRHR enhancer	-1	5	8	0	-9	19	-3	4	1	-6

The last two records of the part before are carried over, then new ones follow.
(29) COc1ccccc1C(=O)n1nc(-c2ccco2)nc1NCc1ccc(Cl)cc1
(30) CCOc1ccc(CNC(=O)C2CCN(c3nnc(-n4cccc4CNc4ccc(C)cc4)s3)CC2)cc1OC
(31) Cc1ccc(NC(=O)CSc2nc3nc(C)c(Br)cc3[nH]2)cc1F
(32) O=C(CN1C(=O)NC2(CCCC2)C1=O)NNC(=O)c1ccccc1F
(33) CC(C(=O)Nc1ccc2c(c1)OCCO2)n1nnc(-c2ccccc2)n1 (stereo not drawn)
(34) COc1ccc(C(=O)CSc2n[nH]c(=O)n2Cc2ccco2)cc1
(35) COC(=O)C1=C(C)N(c2ccc(C(=O)OC)cc2)C(=O)C1
(36) CC(C)C[C@H](NC(=O)c1nc[nH]c1C(=O)N1CCC(C)CC1)C(=O)OCc1ccccc1
(37) CCOC(=O)c1oc2nc(CC(C)C)c3c(c2c1N)CCCC3
(38) COc1ccc(/C(N)=N/OC(=O)/C=C/c2ccccc2)cc1
(39) CCCC(=O)NC(c1ccccc1Cl)c1c(O)ccc2ccccc12 (stereo not drawn)
(40) Cc1cccc(-n2c(CNC(=O)c3ccc(S(=O)(=O)N4CCCC4)cc3)n[nH]c2=S)c1
assay / compound	29	30	31	32	33	34	35	36	37	38	39	40
D1 antagonist	-2	4	-31*	-13	-53*	-17	-3	2	5	-16	7	nt
D2 antagonist	nt	nt	14	-13	-7	-1	0	nt	-18	10	-5	12
RXFP1 antag	-16	-6	1	2	-4	-13	14	nt	?	-10	?	24
D1 potentiator	0	-5	-3	-7	3	-2	6	3	-3	-5	-3	-1
TRHR agonist	1.5	-0.1	0.2	0.7	-0.1	0.2	0.3	-0.4	-1.0	-1.4	-0.3	-0.1
D1 ag	2	-1	3	1	14	3	6	-1	3	-1	1	-1
D2 agonist	nt	-0.3	0.1	-0.1	-1.1	-0.9	1.9	nt	-1.0	-0.2	0.3	-0.9
D2 potentiator	-16	nt	-1	-13	-7	3	9	nt	3	-4	10	-1
TRHR enhancer	1	-6	81*	2	29	1	1	0	3	-11	2	-8

(41) Cc1ccc(NC(=O)c2cccc(C(=O)Nc3ccc(C)cc3C(=O)O)c2)c(C(=O)O)c1
(42) COc1ccc(Br)cc1C1CC(=O)Nc2c1c(C)nn2-c1nc(C)cc(C)n1 (stereo not drawn)
(43) COC(=O)c1cn(C)c2ccc(S(=O)(=O)N3CCOCC3)cc2c1=O
(44) N#Cc1cccc(NC(=O)CC2CCCC2)c1
(45) COc1cccc(CNC(=O)c2oc3c(c2C)-c2nn(Cc4cccc(Cl)c4)cc2CC3)c1OC
(46) NC(=O)C1CCN(C(=O)c2cc3c(s2)CCCCC3)CC1
(47) O=C(COC(=O)C1CCC(=O)N1)Nc1ccc(Cl)cc1Cl (stereo not drawn)
(48) C=Cn1cc[n+](CC(=O)C(C)(C)C)c1
assay / compound	41	42	43	44	45	46	47	48
D1 antagonist	19	5	0	-5	0	-19	6	-8
D2 antagonist	6	nt	1	8	nt	-13	8	-8
RXFP1 antag	-9	1	-6	2	?	0	2	-6
D1 potentiator	-1	1	0	nt	2	-1	-7	-3
TRHR agonist	-0.2	0.7	0.0	-1.7	-0.2	1.0	-0.2	0.8
D1 ag	0	-1	0	28	-1	2	0	2
D2 agonist	2.3	2.1	2.1	-0.5	1.9	0.1	-0.5	2.7
D2 potentiator	6	-7	-5	4	1	6	-16	11
TRHR enhancer	-6	0	-3	6	11	-1	2	3

Quoted from above: nos. 36–45
(36) CC(C)C[C@H](NC(=O)c1nc[nH]c1C(=O)N1CCC(C)CC1)C(=O)OCc1ccccc1
(37) CCOC(=O)c1oc2nc(CC(C)C)c3c(c2c1N)CCCC3
(38) COc1ccc(/C(N)=N/OC(=O)/C=C/c2ccccc2)cc1
(39) CCCC(=O)NC(c1ccccc1Cl)c1c(O)ccc2ccccc12 (stereo not drawn)
(40) Cc1cccc(-n2c(CNC(=O)c3ccc(S(=O)(=O)N4CCCC4)cc3)n[nH]c2=S)c1
(41) Cc1ccc(NC(=O)c2cccc(C(=O)Nc3ccc(C)cc3C(=O)O)c2)c(C(=O)O)c1
(42) COc1ccc(Br)cc1C1CC(=O)Nc2c1c(C)nn2-c1nc(C)cc(C)n1 (stereo not drawn)
(43) COC(=O)c1cn(C)c2ccc(S(=O)(=O)N3CCOCC3)cc2c1=O
(44) N#Cc1cccc(NC(=O)CC2CCCC2)c1
(45) COc1cccc(CNC(=O)c2oc3c(c2C)-c2nn(Cc4cccc(Cl)c4)cc2CC3)c1OC
assay / compound	36	37	38	39	40	41	42	43	44	45
D1 antagonist	2	5	-16	7	nt	19	5	0	-5	0
D2 antagonist	nt	-18	10	-5	12	6	nt	1	8	nt
RXFP1 antag	nt	?	-10	?	24	-9	1	-6	2	?
D1 potentiator	3	-3	-5	-3	-1	-1	1	0	nt	2
TRHR agonist	-0.4	-1.0	-1.4	-0.3	-0.1	-0.2	0.7	0.0	-1.7	-0.2
D1 ag	-1	3	-1	1	-1	0	-1	0	28	-1
D2 agonist	nt	-1.0	-0.2	0.3	-0.9	2.3	2.1	2.1	-0.5	1.9
D2 potentiator	nt	3	-4	10	-1	6	-7	-5	4	1
TRHR enhancer	0	3	-11	2	-8	-6	0	-3	6	11
